Candida biofilm: clotrimazole potentiators killing Candida biofilms, primary screen, with clotrimazole, Alamar Blue; C. albicans biofilm + clotrimazole; inhibition, % at 6 µM; 85,000 compounds, 0.14% hits; AID 834, 2007;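 active means inhibition above 20%; inactive means inhibition below 20%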;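 further: preformed 24 hr biofilms exposed to compound for 48 hr; 0% = biofilm without compound and 100% = blank killed by clotrimazole plus chlorhexidine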
sEH act: soluble epoxide hydrolase activators, primary screen, biochemical, human sEH; 91,000 compounds, 0.04% hits; AID 717, 2007; activation, % at 2 µM; purified human sEH enzymatic activity, activator screen; Bifunctional epoxide hydrolase 2 (Homo sapiens), P34913; in the data active means activation above about 37%; further: values of inactives mirror those of a sister screen read the other way
Target sequence (P34913 whole entry, looked up): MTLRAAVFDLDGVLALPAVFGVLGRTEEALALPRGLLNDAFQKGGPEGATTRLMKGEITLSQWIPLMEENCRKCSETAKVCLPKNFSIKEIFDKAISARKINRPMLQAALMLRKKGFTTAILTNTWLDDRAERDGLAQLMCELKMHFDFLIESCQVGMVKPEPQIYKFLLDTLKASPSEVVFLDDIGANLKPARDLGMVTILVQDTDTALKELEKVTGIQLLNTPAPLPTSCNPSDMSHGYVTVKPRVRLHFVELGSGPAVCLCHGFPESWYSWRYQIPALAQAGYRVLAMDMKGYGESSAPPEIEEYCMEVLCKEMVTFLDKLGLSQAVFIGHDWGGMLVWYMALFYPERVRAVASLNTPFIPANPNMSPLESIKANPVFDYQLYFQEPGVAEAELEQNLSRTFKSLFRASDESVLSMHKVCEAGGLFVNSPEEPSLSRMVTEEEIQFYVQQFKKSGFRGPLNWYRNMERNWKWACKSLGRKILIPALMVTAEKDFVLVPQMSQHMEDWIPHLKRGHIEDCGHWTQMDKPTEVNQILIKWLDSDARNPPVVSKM
Smad3 FoxH1 inh: Smad3/FoxH1 peptide binding inhibitors, primary screen, biochemical, TR-FRET; inhibition, % at 25 µM; Mothers against decapentaplegic homolog 3 (Homo sapiens), P84022; AID 630, 2007; 88,000 compounds, 0.29% hits; TR-FRET Smad3/Dy647-FoxH1 peptide binding, europium anti-His;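 active means compounds that reduce the energy-transfer binding signal between the protein and its labelled peptide by more than half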;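 further: 0% = Smad3 plus labelled peptide maximal FRET and 100% = peptide-only background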
Target sequence (P84022 whole entry, looked up): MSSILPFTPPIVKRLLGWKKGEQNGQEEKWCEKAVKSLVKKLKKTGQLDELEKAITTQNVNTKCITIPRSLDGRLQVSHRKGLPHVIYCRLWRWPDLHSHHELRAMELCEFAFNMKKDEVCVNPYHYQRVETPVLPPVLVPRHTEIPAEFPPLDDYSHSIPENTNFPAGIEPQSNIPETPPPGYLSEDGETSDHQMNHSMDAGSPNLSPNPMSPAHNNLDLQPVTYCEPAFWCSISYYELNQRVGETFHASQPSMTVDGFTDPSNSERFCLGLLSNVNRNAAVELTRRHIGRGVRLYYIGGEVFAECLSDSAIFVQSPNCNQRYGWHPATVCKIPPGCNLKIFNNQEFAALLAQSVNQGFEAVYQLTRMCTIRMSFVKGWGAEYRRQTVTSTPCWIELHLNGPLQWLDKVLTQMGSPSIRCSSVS
ERb coact inh: inhibitors of ERβ-SRC1 coactivator interaction, primary screen, biochemical, TR-FRET, ERβ LBD, SRC-1 peptide; Estrogen receptor beta (Homo sapiens), Q92731; inhibition, % at 25.6 µM; TR-FRET ER-beta LBD / SRC1-Cy5 peptide binding; receptor agonist-loaded with 1 µM estradiol; 86,000 compounds, 1.3% hits;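 active means compounds whose percent inhibition of the receptor-coactivator binding signal exceeds about 50% in the single-dose screen, limit read from the data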;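 further: 0% = receptor plus peptide wells without compound and 100% = peptide-only wells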
ERa SRC1 pot: enhancers of ERα–SRC-1 coactivator binding, primary screen, biochemical, TR-FRET, ERα LBD, low estradiol | coactivator binding (% of control), % at 25.6 µM | TR-FRET ERalpha-LBD/SRC-Cy5 coactivator binding, 2 h; 100 = basal binding, no effect | 86,000 compounds, 1.3% hits; in the data active means activity above about 200%;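 further: binding measured in presence of low estradiol as agonist stimulus; 0% = peptide alone without receptor and 100% = receptor with peptide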
MT1-MMP txn act: MT1-MMP promoter reporter activation – cell-based, luciferase luminescence, primary screen | HT1080 MT1-MMP promoter luciferase reporter, overnight; stronger effect = higher value | activation factor at 10 µM | 86,000 compounds, 0.16% hits | AID 750, 2007;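 active means activation factor of at least 2 for MT1-MMP transcription at 10 µM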
CD11b adhes enh: enhancers of CD11b/CD18 adhesion to fibrinogen, primary screen, K562 cells, luminescence | AID 1499, 2009 | ATPlite luminescence | 93,000 compounds, 0.07% hits | Integrin beta-2 (Homo sapiens) + Integrin alpha-M (Homo sapiens), P05107+P11215 | activation, % at 10 µM;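 active means 10 µM primary screen giving 50% or more activity, confirmed by 40% or more on retest at that dose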; further: strong numbers were not always called active; reference of the scale not given here
sEH inh: soluble epoxide hydrolase inhibitors, primary screen, biochemical, human sEH. recombinant human sEH enzymatic activity assay. inhibition, % at 2 µM. 91,000 compounds, 0.34% hits. AID 707, 2007; in the data active means inhibition above about 80%; further: values of inactives mirror those of a sister screen read the other way; many of its hits are not listed in these tables
CD11b adhes inh: inhibitors of CD11b/CD18 adhesion to fibrinogen, primary screen, K562 cells, luminescence; AID 1497, 2009; ATPlite luminescence; Mn2+ added to activate the integrin; inhibition, % at 10 µM; 93,000 compounds, 0.54% hits; Integrin beta-2 (Homo sapiens) + Integrin alpha-M (Homo sapiens), P05107+P11215;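 active means primary inhibition of 50% or more at 10 µM, then 40% or more on retest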; further: some results filed as inactive read as strong as hits
Active calls of the source: *; · = not tested or not shown; [ ] = remark or other dose. An excerpt; rates above refer to the full screens.

SMILES	Candida biofilm	sEH act	Smad3 FoxH1 inh	ERb coact inh	ERa SRC1 pot	MT1-MMP txn act	CD11b adhes enh	sEH inh	CD11b adhes inh
CC1CN(c2oc(-c3ccco3)nc2C#N)CC(C)O1 (stereo unspecified)	8	19	15	-30	116	1.1	0	-17	13
Cc1ccc(S(=O)(=O)N(CC(O)CN2CCOCC2)c2cc(Cl)ccc2Cl)cc1 (stereo unspecified)	1	1	-4	1	103	1	18	2	-6
O=C(CSc1nc2c(c(=O)n1-c1ccc(Cl)cc1)SCC2)NCc1ccco1	8	·	4	-4[fluorescence artefact?]	108	1.2	4	·	-7
CCn1c(SCC(=O)NCCc2ccc(F)cc2)nnc1-c1cccs1	0	·	-2	-1[fluorescence artefact?]	120	1.2	·	·	·
C=CCNc1nc2ccccc2nc1NS(=O)(=O)c1cccs1	-3	15	-1	-5	93	1.1	-1	-13	0
CCOC(=O)c1cn(CC)c2ccc(S(=O)(=O)N3CCC(C)CC3)cc2c1=O	4	·	11	6	87[fluorescence artefact?]	1.2	·	·	·
CCNC(=O)CN1c2cccc3cccc(c23)S1(=O)=O	·	-1	·	·	·	·	13	2	-4
Nc1cc(Cl)ccc1Oc1ccc(Cl)cc1	3	8	-1	5	84	1.2	·	-6	·
Cc1ccc(Nc2nc(Oc3ccc(OCc4ccccc4)nn3)nc(N3CCOCC3)n2)cc1	5	21	-7	1[fluorescence artefact?]	107	1	37	-17	-5
C=CCN1C(=O)CN=C1Nc1cc(C)ccc1C	9	2	-6	-1	120	1.1	-2	-1	-4
CC(=O)c1cc2c(cc1NC(=O)C1CC=CCC1C(=O)O)OCO2 (stereo unspecified)	3	5	4	8	107	1.1	1	-9	2
CCOc1cccc(C(=O)N(Cc2ccco2)C2CCS(=O)(=O)C2)c1 (stereo unspecified)	8	1	-15	4[fluorescence artefact?]	106	1.1	·	3	·

Structural class, the compounds so far with an aryl thioether with sulfur outside any ring.
SMILES	Candida biofilm	sEH act	Smad3 FoxH1 inh	ERb coact inh	ERa SRC1 pot	MT1-MMP txn act	CD11b adhes enh	sEH inh	CD11b adhes inh
O=C(CSc1nc2c(c(=O)n1-c1ccc(Cl)cc1)SCC2)NCc1ccco1	8	·	4	-4[fluorescence artefact?]	108	1.2	4	·	-7
CCn1c(SCC(=O)NCCc2ccc(F)cc2)nnc1-c1cccs1	0	·	-2	-1[fluorescence artefact?]	120	1.2	·	·	·

Carrying on.
SMILES	Candida biofilm	sEH act	Smad3 FoxH1 inh	ERb coact inh	ERa SRC1 pot	MT1-MMP txn act	CD11b adhes enh	sEH inh	CD11b adhes inh
COc1ccc(F)cc1S(=O)(=O)N1CCC(C(N)=O)CC1	0	-10	4	-10	110	1.2	-3	9	-41
O=c1oc2ccccc2n1CCn1c2ccccc2c2nc3ccccc3nc21	4	-4	2[fluorescence artefact?]	49[fluorescence artefact?]	146[fluorescence artefact?]	0.9	6	4	-9
CCC(Cc1ccccc1)NC(=O)CN1C(=O)CSc2ncccc21 (stereo unspecified)	5	·	2	2	118[fluorescence artefact?]	1	0	·	-1
O=C(NCc1cccnc1)C1CCCCN1S(=O)(=O)c1ccc(F)cc1 (stereo unspecified)	5	9	-10	-4	106	1.3	-2	-10	10
Cc1csc2ncc(C(=O)NCc3ccc4c(c3)OCO4)c(=O)n12	4	·	3	8	83[fluorescence artefact?]	1.1	-2	·	4
O=c1cc(-c2c(F)c(F)c(F)c(F)c2F)oc2c(F)c(F)c(F)c(F)c12	5	·	12	5	114	1	-6	·	-2
CCN(CC)CCN1C(=O)c2ccccc2NC1c1ccccc1F (stereo unspecified)	-2	0	8	6[fluorescence artefact?]	92	1.1	·	5	·
O=C(C1CCCN(Cc2ccccc2C(F)(F)F)C1)N1CCCCC1 (stereo unspecified)	-1	7	8	3	152	1.1	·	-7	·
O=C1c2ccccc2C(=O)N1CCCCCc1nc(-c2ccccc2)no1	4	-1	14	8	98	1	4	-1	-2
CCCc1nc2c3cnn(-c4cccc(Cl)c4)c3ncn2n1	5	·	13[fluorescence artefact?]	2[fluorescence artefact?]	136[fluorescence artefact?]	1.7	·	·	·
COc1ccc(C2C3=C(CCCC3=O)Nc3nc(-c4cc(OC)c(OC)c(OC)c4)nn32)cc1OC (stereo unspecified)	0	12	12	-2	116	1.2	0	-13	-11
CCCCC(=O)Nc1ccc2oc(-c3ccncc3)nc2c1	-1	-43	6	-7	120	1.1	1	44	-30
COc1cc2c(N3CCOCC3)cc(O)c(CC(=O)Nc3ccccc3)c2cc1OC	13	18	-1	2	91[fluorescence artefact?]	1	-4	-19	-31
Cc1ccccc1C1CC(=O)NC2=C1C(=O)CCC2 (stereo unspecified)	11	-9	-9	-2[fluorescence artefact?]	106	1.1	·	8	·
CCOC(=O)C1=C(C)N(C)C(C)=C(C(=O)OCC)C1c1ccc(C(=O)OC)cc1	3	3	11[fluorescence artefact?]	-2	79	1.1	1	-2	-1
CN(C)S(=O)(=O)c1cccc(C(=O)C2=C3SC=C(c4ccccc4)N3CC2)c1	5	-21	3	6	94[fluorescence artefact?]	1	0	23	8
CCS(=O)(=O)N1CCCC(C(=O)NCCN(C)Cc2ccccc2)C1 (stereo unspecified)	10	1	6	1	116	1.3	·	0	·
O=C(Nc1cc(C(F)(F)F)ccc1-n1cncn1)c1ccc(-c2ccccc2)cc1	11	4	13	-5	108	1.1	-1	-5	7
Cc1ccc(NC(=O)CSc2nc(NS(=O)(=O)c3ccccc3)cc(=O)[nH]2)cc1	1	1	-9	3	101	·	-1	0	-32
NC(=O)C1(N2CCCCC2)CCN(c2ccc3nnc(-c4ccccc4)n3n2)CC1	-8	-4	10	-4	79	1.2	6	3	2
CCN(CC)C(=O)COC(=O)c1cc(-c2ccc(OC)cc2)nc2ccccc12	-2	1	9	1	101	1.2	1	1	3
N#Cc1c(NCCN)nc(-c2ccccc2)c2c1CCCC2	5	-6	9	-5	78	1.1	-1	6	4
Cc1occc1C(=O)Nc1ccc(Br)cc1F	5	-4	0	3	78	1.5	-2	2	2
COc1ccc(CC(=O)NCc2nnc(SCC(=O)N3CCN(c4ccccc4)CC3)n2C)cc1	-1	6	4	-6	116[fluorescence artefact?]	1.1	·	-2	·
CC(=O)N1CCN(c2nc(C)nc3sc4c(c23)CCC(C)C4)CC1 (stereo unspecified)	3	-6	-1	-12	94	1.2	·	5	·
Cn1c(=O)c2cc(S(=O)(=O)N3CCC(c4ccccc4)CC3)ccc2n(C)c1=O	8	15	-3[fluorescence artefact?]	29[fluorescence artefact?]	117[fluorescence artefact?]	1.1	42	-14	34
O=C(Nc1ccc2c(c1)OCCO2)c1ccc(Br)c(S(=O)(=O)N2CCOCC2)c1	5	-74	0	0	111	1.3	-4	75	7
COC(=O)c1c(-c2cccnc2)csc1NC(=O)c1cc(C)on1	7	-7	17	11	91[fluorescence artefact?]	1.6	·	7	·
Cc1cc(N2CCN(c3ccccc3)CC2)nc(-n2nc(C)cc2C)n1	8	9	-3	0	104	1.1	4	-8	-8
C=CCn1sc(=N)c(C#N)c1N	3	·	8[fluorescence artefact?]	4	113	1.1	-1	·	-6
COC(=O)CCN(C1CCCCC1)S(=O)(=O)c1ccc(S(=O)(=O)NC2CCCCC2)cc1	2	-14	8	1[fluorescence artefact?]	110	1.1	-6	13	11
Cc1ccc(NC(=O)c2cc(N(C)C)ccc2[P+](=O)O)cc1	6	-5	3	-13[fluorescence artefact?]	81	1.4	-2	5	-11
O=C(Cn1c(NCCO)nc2ccccc21)NCCc1ccc(F)cc1	2	9	-9	4	103[fluorescence artefact?]	1.1	2	-8	0
CCC(C)n1cnc2c(c1=O)c1nc3ccccc3nc1n2Cc1ccccc1OC (stereo unspecified)	8	3	-1	16[fluorescence artefact?]	193[fluorescence artefact?]	1.2	-1	-5	-9
COc1ccc(CN2CCCCC2C(=O)Nc2ccc(OC)c(OC)c2)cc1OC (stereo unspecified)	5	·	11	-11	126[fluorescence artefact?]	1.1	0	·	4
COC(=O)CSc1nc(NC#N)nc(NC(C)C)n1	1	-14	-19	-11	102	1.2	·	16	·
CCCn1c2ccccc2c2nnc(SC(CC)C(=O)Nc3sc4c(c3C#N)CCCC4)nc21 (stereo unspecified)	·	-2	·	·	·	·	69	2	-9
COc1ccc(-n2nc(C(=O)O)c3ccccc3c2=O)c(OC)c1	7	·	3	1	120	1.2	0	·	-12
CC1(CC(=O)O)C(=O)N=C2C=CC=CN21 (stereo unspecified)	-4	6	3	-4	104	1.1	·	-2	·
CCOC(=O)c1nc(NCc2cccnc2)c2ccccc2n1	5	15	25	-11	101[fluorescence artefact?]	1.1	-2	-17	-11
CCn1c(SCCN2CCCCC2)nnc1-c1ccc(S(=O)(=O)N2CCOCC2)cc1	6	-4	10	-5	122	1.1	7	4	4
COc1cc2c(cc1NC(=O)CN1CCN(S(=O)(=O)c3ccc(F)cc3)CC1)oc1ccccc12	8	·	-2	14	114[fluorescence artefact?]	1	31	·	-41
CC1(C)Cc2ccccc2C(=NCCCCCC(=O)O)N1	8	8	2	6	98	1.2	·	-6	·
CCC1CCCCN1C(=O)CSc1nnc(-c2ccc(Cl)cc2)o1 (stereo unspecified)	15	9	-4	7	113	1	-1	-8	-4
CC(=O)Nc1ccc(C(=O)N2CCN(C(=O)c3ccco3)CC2)cc1	8	-6	7[fluorescence artefact?]	5	113	1.1	-2	9	5
CCCCn1c(CN2CCN(C(=O)OCC)CC2)nc2c1c(=O)[nH]c(=O)n2C	6	-4	2	-7	112	1.2	-5	5	4
CC(=O)c1ccc(CCCC(=O)O)cc1	7	-8	3	-5	95[fluorescence artefact?]	1.1	-2	8	-12
O=C(O)CCc1ccc(S(=O)(=O)NCCc2ccccc2)cc1	2	-4	2	-5	146	1.2	-4	5	5
COc1cc(OC)c(/C=N/NC(=O)c2ccc([N+](=O)[O-])cc2)cc1Br	·	-33	·	·	·	·	12	35	-14
CCCC(=O)Nc1ccccc1NC(=O)CCC	6	-6	11[fluorescence artefact?]	-26	97	1.2	-2	8	3
O=c1c2ccccc2c(C=NC2CCS(=O)(=O)C2)c(O)n1-c1ccccc1 (stereo unspecified)	-5	-14	-13	-6	115	1.1	-2	15	1
COC(=O)c1[nH]c2cccc(OC)c2c1NC(=O)CCN1CCC(C(N)=O)CC1	2	-4	-3	-26[fluorescence artefact?]	105[fluorescence artefact?]	1.1	-4	4	1
O=C(O)COc1cccc(NC(=O)C2CCCO2)c1 (stereo unspecified)	6	3	2	-5[fluorescence artefact?]	101[fluorescence artefact?]	0.9	-2	-1	-28
Cn1c(OCc2ccc3c(c2)OCO3)nc2c1c(=O)n(Cc1cccc(Cl)c1)c(=O)n2C	5	1	-1	7	85	1	·	-1	·
Cn1cc(CC(=O)NCCCN2CCCC2=O)c2ccccc21	2	17	-5	-2	101	1.1	-3	-12	-3
CCOC(=O)CC(=O)Nc1c(C)cc(C)cc1C	1	-8	6	-10[fluorescence artefact?]	122	1	2	7	9
O=C(O)CCN(CCC(=O)O)S(=O)(=O)c1ccccc1	-4	-20	-12	-11	126	1.1	0	20	3
CCCNC(=O)Cn1cnc2sc(C(=O)NCCN(CC)CC)c(C)c2c1=O	6	6	5	-4	99	1.2	·	-5	·
N#CC1=C(N)SC(N)=C(C#N)C1CCC1CCCCC1	7	-6	12[fluorescence artefact?]	11[fluorescence artefact?]	242*	1.1	-10	4	101*
